High-throughput results deposited in PubChem BioAssay by Johns Hopkins Ion Channel Center.
TMEM16A act = TMEM16A chloride channel activators or potentiators, primary screen, cell-based, HTS. B-score at 10 µM. AID 623877, 2012. HEK293 TMEM16A/YFP-H148Q/I152L, iodide quench fluorescence; active compounds read low. 0.3% of 340,000 active. Anoctamin-1 (Mus musculus), Q8BHY3;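 active = fluorescence-ratio B-score plate-corrected deviation score at least 3 library SD below zero, with starting fluorescence score within 5 deviations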;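 also: channel opened by trigger with iodide after compound preincubation; score built on the fluorescence ratio of max minus min over baseline; more negative score means more quench and so TMEM16A activation or potentiation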
The depositor's hits bear a star; i = inactive. These rows are one share of the data; the hit share may differ from the screen's.

SMILES | TMEM16A act
CC1CC2C(C(O)CC3(C)C(O)CCC23)C2(C)CCC(=O)C=C12 (stereo not drawn) | i
C[C@]12CCC3C(CC[C@H]4C[C@H](O)CC[C@]34C)C1CC(=O)[C@@H]2O (stereo partly drawn) | i
CC(=O)OC1C(O)C(C)OC(OC2C(OC(=O)C3CCC4C(C3)OC3(CC(OC(=O)/C=C/c5ccccc5)C(C)CO3)C43CO3)OC(C)C(O)C2OC(C)=O)C1O (stereo not drawn) | i
COc1ccccc1NP1(=O)OCC(C)([N+](=O)[O-])CO1 (stereo not drawn) | i
CCC1CN1P1(=O)OCC(C)([N+](=O)[O-])CO1 (stereo not drawn) | i
C[C@]12CCCCC1=CC(=O)C1C2CC[C@@]2(C)C1C[C@@H](F)[C@@H]2O (stereo partly drawn) | i
CC12CCC3C(CCC4CC(=O)CCC43C)C1CC(=NO)C2=O (stereo not drawn) | i
COC(=O)C1=C(c2ccc(OC)c(OC)c2)C[C@@H]2CC[C@H]1N2C(=O)NCc1ccco1 | i
CCOC(=O)C1=C(C)c2ccccc2OC1(C(=O)OCC)c1ccccc1 (stereo not drawn) | i
Cc1cc(C(=O)OCC(=O)Nc2ccc(F)cc2F)c(C)n1C1CC1 | i
C=C1C(=O)OC2CC(C)C3C=CC(=O)C3(C)C(O)C12 (stereo not drawn) | i
COC(=O)C1=C(c2ccccc2OCc2ccccc2)C[C@@H]2CC[C@H]1N2C(=O)NCc1ccc(N(C)C)cc1 | i
C[C@]1(O)CCC2C3CC[C@H]4C[C@@H](OC(=O)CNC(=O)CN)CC[C@]4(C)C3CC[C@@]21C (stereo partly drawn) | i
COC(=O)C1=C(c2ccc(F)cc2OCc2ccccc2)C[C@@H]2CC[C@H]1N2C(=O)NCc1cccc(C(F)(F)F)c1 | i
N#CC(C#N)=Cc1ccc(C=C(C#N)C#N)cc1 | i
COC(=O)C1=C(c2ccc(F)cc2F)C[C@@H]2CC[C@H]1N2C(=O)NCC1CC1 | i
C1CC2OC2CC1C1CO1 (stereo not drawn) | i
C[C@]12CCC3C(CC[C@H]4C[C@@H](O)CC[C@]34C)[C@H]1C=CC2=O (stereo partly drawn) | i
C=CCCC1(CC(C)C)C(=O)NC(=S)NC1=O | i
CC[C@@H](CO)NC(=O)[C@@H]1C=C2c3cccc4[nH]cc(c34)C[C@H]2N(C)C1 | i
COc1cc2c(c(OC)c1OC)-c1ccc(SC)c(=O)cc1C(NC(C)=O)CC2 (stereo not drawn) | i
COc1cc(O)cc2c1cc([N+](=O)[O-])c1c(C(=O)O)cc3c(c12)OCO3 | i
c1ccc(N2C3C4CC(C5CCCC54)C32)cc1 (stereo not drawn) | i
CCN(CC)C(=O)c1ccc(NC(=O)c2ccc3c(c2)NC(=O)CS3)cc1 | i
CC(C#N)CCC#N (stereo not drawn) | i
CCOC(=O)CC(SP1(=S)OCC2(CCCCC2)CO1)C(=O)OCC (stereo not drawn) | i
COC(=O)C1=C(c2ccc(OCc3ccccc3)cc2)C[C@@H]2CC[C@H]1N2C(=O)NCc1ccccc1 | i
COC(=O)C1=C(c2ccc(-c3ccccc3)c(F)c2)C[C@@H]2CC[C@H]1N2C(=O)NCc1cc(C)oc1C(F)(F)F | i
N[C@H](CO)Cc1ccccc1 | i
CC12CC(O)C3C(CCC4=CC(=O)CCC43C)C1CCC2=O (stereo not drawn) | i

Reformatted as a markdown table: part of the list above
| SMILES | TMEM16A act |
| --- | --- |
| CCOC(=O)C1=C(C)c2ccccc2OC1(C(=O)OCC)c1ccccc1 (stereo not drawn) | i |
| Cc1cc(C(=O)OCC(=O)Nc2ccc(F)cc2F)c(C)n1C1CC1 | i |
| C=C1C(=O)OC2CC(C)C3C=CC(=O)C3(C)C(O)C12 (stereo not drawn) | i |
| COC(=O)C1=C(c2ccccc2OCc2ccccc2)C[C@@H]2CC[C@H]1N2C(=O)NCc1ccc(N(C)C)cc1 | i |
| C[C@]1(O)CCC2C3CC[C@H]4C[C@@H](OC(=O)CNC(=O)CN)CC[C@]4(C)C3CC[C@@]21C (stereo partly drawn) | i |
| COC(=O)C1=C(c2ccc(F)cc2OCc2ccccc2)C[C@@H]2CC[C@H]1N2C(=O)NCc1cccc(C(F)(F)F)c1 | i |
| N#CC(C#N)=Cc1ccc(C=C(C#N)C#N)cc1 | i |
| COC(=O)C1=C(c2ccc(F)cc2F)C[C@@H]2CC[C@H]1N2C(=O)NCC1CC1 | i |
| C1CC2OC2CC1C1CO1 (stereo not drawn) | i |
| C[C@]12CCC3C(CC[C@H]4C[C@@H](O)CC[C@]34C)[C@H]1C=CC2=O (stereo partly drawn) | i |
| C=CCCC1(CC(C)C)C(=O)NC(=S)NC1=O | i |
| CC[C@@H](CO)NC(=O)[C@@H]1C=C2c3cccc4[nH]cc(c34)C[C@H]2N(C)C1 | i |
| COc1cc2c(c(OC)c1OC)-c1ccc(SC)c(=O)cc1C(NC(C)=O)CC2 (stereo not drawn) | i |
| COc1cc(O)cc2c1cc([N+](=O)[O-])c1c(C(=O)O)cc3c(c12)OCO3 | i |
| c1ccc(N2C3C4CC(C5CCCC54)C32)cc1 (stereo not drawn) | i |
| CCN(CC)C(=O)c1ccc(NC(=O)c2ccc3c(c2)NC(=O)CS3)cc1 | i |
| CC(C#N)CCC#N (stereo not drawn) | i |

New compounds follow.
SMILES | TMEM16A act
COC(=O)C1=C(c2ccc3ccccc3c2)C[C@@H]2CC[C@H]1N2C(=O)NC1Cc2ccccc2C1 | i
CCC1(CC)C(=O)NC(=O)N(CCc2ccccn2)C1=O | i
C[C@]12CC[C@@H](O)CC1=CCC1C2CC[C@@]2(C)C1C[C@@H](F)[C@H]2O (stereo partly drawn) | i
CC(C)(C)C1(CCO)C(=O)NC(=S)NC1=O | i
COC(=O)C1=C(c2ccc(-c3ccccc3)c(F)c2)C[C@@H]2CC[C@H]1N2C(=O)NCCCOC(C)C | i
C[C@]12CC[C@H]3[C@@H](CCC4=CC(=O)CC[C@@H]43)[C@@H]1CC[C@@H]2O | i
COC(=O)C1=C(c2ccc(Cl)c(C(F)(F)F)c2)C[C@@H]2CC[C@H]1N2C(=O)NC1CC1 | i
COc1ccc(-c2nn(Cc3ccccc3)cc2C(=O)NC2CC2)cc1OC | i
CCN(C=C1CC2C3CC=C4CC(O)CCC4(C)C3CCC2(C)C1=O)CC (stereo not drawn) | i
COc1ccc(CC2C(=O)NC(C)C(=O)N(C)C3C(=O)N(C)C(Cc4ccc(O)c(c4)Oc4ccc(cc4)C3O)C(=O)NC(C)C(=O)NC(C)C(=O)N2C)cc1 (stereo not drawn) | i
CC(C)(O)/C=C/C(=O)[C@](C)(O)C1[C@H](O)C[C@@]2(C)C3CC=C4C(C[C@H](O)[C@@H](O)C4(C)C)[C@]3(C)C(=O)C[C@]12C (stereo partly drawn) | i
COC(=O)C1=C(C)NC(=S)NC1c1ccc(N(CCCl)CCCl)cc1Cl (stereo not drawn) | i
COC(=O)C1=C(c2ccc(OC(F)(F)F)cc2)C[C@@H]2CC[C@H]1N2C(=O)N1CCC(O)CC1 | i
C=CCC1(CC)C(=O)NC(=S)NC1=O | i
CC(=O)C1CCC2(O)C3CCC4=CC(=O)CCC4(C)C3CCC12C (stereo not drawn) | i
COC(=O)C1=C(c2ccc(OC(F)(F)F)cc2)C[C@@H]2CC[C@H]1N2C(=O)N1CCOCC1 | i
COC(=O)C1=C(c2ccc3ccccc3c2)C[C@@H]2CC[C@H]1N2C(=O)NCc1ccco1 | i
CO[C@@H]1C=CC23c4cc5c(cc4CO[C@]2(O)CN(C)[C@H]3C1)OCO5 (stereo partly drawn) | i
ClCC(Br)CBr (stereo not drawn) | i
CCCOC(=O)c1ccccc1C(=O)OCCC | i
COC(=O)C1=C(c2ccc(F)cc2OCc2ccccc2)C[C@@H]2CC[C@H]1N2C(=O)NCc1ccc2[nH]ccc2c1 | i
CC(=O)O[C@H]1C[C@@H]2OC3C=C(C)CCC3(C)[C@@]1(C)[C@@]21CO1 (stereo partly drawn) | i
O=C(O)C1C2c3ccccc3C(O)C1(C(=O)O)c1ccccc12 (stereo not drawn) | i
C[C@]12CC[C@H](O)CC1=CCC1C2CC[C@@]2(C)C1C[C@@H]1CC(=O)O[C@@H]12 (stereo partly drawn) | i
CCOC(=O)C1(c2ccccc2)Oc2ccccc2C(c2ccc(OC)cc2)=C1C(=O)OC (stereo not drawn) | i
C=CCNC(=S)Nc1ccc(OC(=O)Nc2ccc(Cl)c(Cl)c2)cc1 | i
CCCC1(CCO)C(=O)NC(=S)NC1=O | i
COC(=O)C1=C(c2ccc(OC)c(OC)c2)C[C@@H]2CC[C@H]1N2C(=O)NCCNC(C)=O | i
O=C1CN=C(c2ccccc2)c2cc([N+](=O)[O-])ccc2N1 | i
CCOC(=O)[C@]12Cc3cc(OC)ccc3[C@H]1N(Cc1ccccc1)C(=O)c1cc(F)c(F)cc12 | i
COC(=O)C1=C(c2ccc(C(C)=O)cc2)C[C@@H]2CC[C@H]1N2C(=O)NCCOc1ccccc1Cl | i
COC(=O)C1=C(c2cccc(C#N)c2)C[C@@H]2CC[C@H]1N2C(=O)N1CCCCC1 | i
CSc1cccc(NP2(=O)OCC(C)([N+](=O)[O-])CO2)c1 (stereo not drawn) | i
COC(=O)C1=C(c2ccc(F)cc2OCc2ccccc2)C[C@@H]2CC[C@H]1N2C(=O)NCCNC(C)=O | i
CC12C=CC(=O)CC1CCC1C2CCC2(C)C(O)C(O)CC12 (stereo not drawn) | i
CCOC(=O)[C@]12Cc3ccsc3[C@H]1N(Cc1ccccc1)C(=O)c1ccccc12 | i
COC(=O)C1=C(c2ccc(F)cc2F)C[C@@H]2CC[C@H]1N2C | i
COC(=O)C1=C(c2ccc(F)cc2OCc2ccccc2)C[C@@H]2CC[C@H]1N2C(=O)NCC1CC1 | i
C=CCOC(=O)C1C(C(=O)O)C2(Cl)C(Cl)=C(Cl)C1(Cl)C2(Cl)Cl (stereo not drawn) | i
c1ccc(C2(N3CCCCC3)CCCCC2)cc1 | i
ClC1=C(Cl)C2(Cl)C3C(Cl)C=CC3C1(Cl)C2(Cl)Cl (stereo not drawn) | -16*
Nc1ccc(Cc2ccc(N)cc2)cc1 | i
CCC1(CC)C(=O)NC(=O)N(c2ccccc2)C1=O | i
C[C@]12CC[C@@H](O)CC1=CC(=O)C1C2CC[C@]2(C)C(=O)CCC12 (stereo partly drawn) | i
COC(=O)c1ccc(NC(=O)NC(=O)Oc2ccccc2)cc1 | i
CCCCC1C(=O)NC(=S)N(C)C1=O (stereo not drawn) | i
COC(=O)C1=C(c2ccc(C(C)=O)cc2)C[C@@H]2CC[C@H]1N2C(=O)NCc1ccc2c(c1)OCO2 | i
COC(=O)C1=C(c2ccc(-c3ccccc3)c(F)c2)C[C@@H]2CC[C@H]1N2C(=O)N1CCCCC1 | i
NS(=O)(=O)c1nc[nH]c1[N+](=O)[O-] | i
C[C@H]1CCC/C=C/[C@@H]2C[C@H](O)C[C@H]2[C@@H](O)/C=C/C(=O)O1 | i
The results go on.
SMILES | TMEM16A act
COP(=S)(OC)SCn1nnc2ccccc2c1=O | i
O=C(Nc1cccc(Cl)c1)OCC#CCN1CCCC1 | i
CC(OC(=O)c1cn(C)c2ccccc12)C(=O)N(C)c1ccccc1 (stereo not drawn) | i
Cc1cccc(N=C2c3cc([N+](=O)[O-])ccc3-c3c2cc([N+](=O)[O-])cc3[N+](=O)[O-])c1 | i
COC(=O)C1=C(c2ccc(OCc3ccccc3)cc2)C[C@@H]2CC[C@H]1N2C(=O)NCc1ccc(OC)c(OC)c1 | i
COC(=O)C1=C(C(=O)OC)C2OC1c1cc3ccccc3cc12 | -4.9*
COC(=O)C1=C(c2ccc(-c3ccccc3)c(F)c2)C[C@@H]2CC[C@H]1N2C(=O)NC1Cc2ccccc2C1 | i
CC12C=CC(=O)C=C1CC(O)C1C2CCC2(C)C1CCC2(C)O (stereo not drawn) | i
COC(=O)C1=C(c2ccc(-c3ccccc3)c(F)c2)C[C@@H]2CC[C@H]1N2C(=O)NCCc1ccccc1 | i
COC(=O)C1=C(c2cccc(OCc3ccccc3)c2)C[C@@H]2CC[C@H]1N2C(=O)NCc1ccc(OC)c(OC)c1 | i
CC12CC(=O)C3C(CCC4CC(=O)C=CC43C)C1CCC2=O (stereo not drawn) | i
CC(C)(C)C(=O)N1Cc2ccccc2-n2nncc2C1 | i
COC(=O)C1=C(c2ccc(Cl)c(C(F)(F)F)c2)C[C@@H]2CC[C@H]1N2C(=O)N1CCC(O)(c2ccc(Cl)cc2)CC1 | i
Cn1cc(C(=O)OCC(=O)Nc2ccccc2Cl)c2ccccc21 | i
CCN(CC)N=O | i
CN(c1ccccc1)P(=O)(N1CC1)N1CC1 | i
CCC1([N+](=O)[O-])COP(=O)(NCc2cccnc2)OC1 (stereo not drawn) | i
C[C@]12CCC3C(CC[C@H]4C[C@@H](O)CC[C@]34C)C1C[C@@H](N)[C@@H]2O (stereo partly drawn) | i
COC(=O)C1=C(c2ccc(F)cc2OCc2ccccc2)C[C@@H]2CC[C@H]1N2C(=O)NCc1ccc(C(F)(F)F)cc1 | i
CCN(C(=O)COC(=O)c1cn(C)c2ccccc12)c1ccc(F)cc1 | i
COc1cc2c3c(c1OC)Oc1ccc(cc1)C[C@H]1c4c(cc(OC)c(OC)c4Oc4ccc(cc4)C[C@@H]3N(C)CC2)CCN1C | i
CN1[C@H]2CC[C@@H]1C(C(=O)N1CCOCC1)=C(O)C2 | i
COC[C@H]1OC(=O)c2coc3c2[C@@]1(C)C1=C(C3=O)[C@@H]2CCC(=O)[C@@]2(C)C[C@H]1OC(C)=O | i
CCN(CC)CCC(=O)O[C@H]1CC[C@]2(C)C3CC[C@@]4(C)C(CC[C@]4(C)O)C3CC[C@H]2C1 (stereo partly drawn) | i
CC1(C)C(=O)CCC2C1=CCC1C2CCC2(C)C(O)CCC12 (stereo not drawn) | i
c1ccc(Nc2ccc3ccccc3c2)cc1 | i
COC(=O)NC(=S)Nc1ccccc1NC(=S)NC(=O)OC | i
C[C@@H]1C[C@@H]([C@H](O)CC2CC(=O)NC(=O)C2)C(=O)[C@@H](C)C1 | i
ClCCN1CCSCC1 | i
COC(=O)C1=C(c2ccc(F)cc2F)C[C@@H]2CC[C@H]1N2C(=O)NC1CCCCC1 | i
